AmpC detergent – qHTS Inhibitors of AmpC Beta-Lactamase (assay with detergent); AmpC hydrolysis of nitrocefin, absorbance 480 nm, 0.01% Triton; P00811; AID 485294, 2010; Potency, µM (top dose mostly 114 µM), for the others: at the top dose activity change, negative = inhibition, hits mostly inhibitors; hit rate 0.041% among 370,000;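 also: potency is read from the fitted curve at half-maximal effect; 0% = no-compound wells and -100% = no-enzyme wells; nearly all actives have a fitted effect of over 25% in size; some results filed as inactive show a strong effect at the top dose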
Target sequence (P00811 whole entry, looked up): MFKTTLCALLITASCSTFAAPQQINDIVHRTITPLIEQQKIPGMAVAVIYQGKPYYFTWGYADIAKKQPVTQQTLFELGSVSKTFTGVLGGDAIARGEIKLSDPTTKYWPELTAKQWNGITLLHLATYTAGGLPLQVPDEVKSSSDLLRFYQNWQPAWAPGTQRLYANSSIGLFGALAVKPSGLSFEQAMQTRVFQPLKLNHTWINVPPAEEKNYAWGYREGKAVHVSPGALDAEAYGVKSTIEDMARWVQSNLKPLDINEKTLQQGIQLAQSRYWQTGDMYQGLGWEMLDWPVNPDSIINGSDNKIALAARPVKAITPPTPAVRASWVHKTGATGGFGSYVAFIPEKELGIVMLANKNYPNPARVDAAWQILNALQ
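20 mM phosphate pH 7.0 + 0.01% (detergent screen) or 0.0001% Triton X-100; 5.3 nM AmpC reagent; cpd preinc 15 min RT; nitrocefin (800 uM stock) to start; A480 q20 s × 4 min; Activity was normalised to no-enzyme and no-compound control wells.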
HCMV inh – qHTS Assay for inhibitors of the human cytomegalovirus (HCMV) | hit rate 4.5% among 410,000 | HFF cells, HCMV-luciferase reporter, 72 h; hits give low values | activity change, negative = inhibition, % at 57.5 µM; in the data active = activity change below about -60%; inconclusive = no clear call, values can overlap the other calls; inactive = above about -39%
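Two-dose cell screen: HFF monolayers treated with compounds and infected with luciferase-expressing HCMV at 1 PFU/cell, 72 h at 37C, then lysed for luciferase measurement.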
LmPK inhibitor – qHTS Assay for Inhibitors of Leishmania Mexicana Pyruvate Kinase (LmPK); purified LmPK, Kinase-Glo ATP luminescence, 1 h; hit rate 0.37% among 290,000; Q27686; Potency, µM (titrated, usually from 57.5 µM), for inactives: at the top dose activity change, negative = inhibition, hits mostly inhibitors; also: potency is read from the fitted curve at half-maximal effect
Target sequence (Q27686 whole entry, looked up): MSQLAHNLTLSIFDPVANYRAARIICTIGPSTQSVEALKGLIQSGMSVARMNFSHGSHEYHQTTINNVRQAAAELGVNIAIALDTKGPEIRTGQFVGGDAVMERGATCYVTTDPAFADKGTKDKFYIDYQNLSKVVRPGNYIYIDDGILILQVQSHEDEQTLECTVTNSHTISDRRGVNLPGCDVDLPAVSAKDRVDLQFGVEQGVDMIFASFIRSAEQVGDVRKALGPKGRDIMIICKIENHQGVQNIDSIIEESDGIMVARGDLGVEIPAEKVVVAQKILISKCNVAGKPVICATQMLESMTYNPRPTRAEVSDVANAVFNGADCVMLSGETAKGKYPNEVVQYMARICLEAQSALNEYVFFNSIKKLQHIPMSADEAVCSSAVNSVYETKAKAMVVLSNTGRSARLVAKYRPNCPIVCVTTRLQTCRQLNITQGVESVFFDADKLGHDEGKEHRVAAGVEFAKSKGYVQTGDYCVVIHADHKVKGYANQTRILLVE
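Kinase-Glo luminescence read after 1 h RT reaction of 0.1 nM LmPK with 0.5 mM PEP and 0.1 mM ADP. Activity scaled between uninhibited and enzyme-free controls.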
AmpC no deterg – qHTS Inhibitors of AmpC Beta-Lactamase (assay without detergent) | hit rate 0.52% among 330,000 | AmpC nitrocefin hydrolysis, absorbance 480 nm, 0.0001% Triton | Potency, µM (titrated, usually from 57.1 µM), for the others: at the top dose activity change, negative = inhibition, usual class: inhibitors | AID 485341, 2010;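 also: potency is read from the fitted curve at half-maximal effect; plate controls were no compound for no effect and no enzyme for full effect; nearly all actives have a fitted effect of over 20% in size; some results filed as inactive show a strong effect at the top dose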
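AmpC (5.3 nM in the dispensed reagent) in 20 mM phosphate pH 7.0 with 0.01% (detergent screen) or 0.0001% Triton X-100 was preincubated with compounds for 15 min at room temperature. Nitrocefin was then added from an 800 uM solution, and hydrolysis was followed at 480 nm.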
TbPYK inhibitor – qHTS of Trypanosoma Brucei Inhibitors; pyruvate kinase (Trypanosoma brucei), Q57TT1; TbPYK enzyme, Kinase-Glo Plus ATP luminescence, 45 min; Potency, µM (top dose mostly 76.8 µM), inactives show at the top dose activity, negative = inhibition, most hits filed as inhibitors; hit rate 0.12% among 410,000; AID 624173, 2012; also: potency is read from the fitted curve at half-maximal effect; nearly all actives have a fitted effect of over 50% in size
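ADP (130 uM final) triggers the TbPYK reaction after compound addition; incubation is 45 min at room temperature. Kinase-Glo Plus is then added and luminescence imaged. Normalized data are fitted to concentration-effect curves.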
AMA1-RON2 inh – qHTS for Inhibitors of AMA1-RON; Towards Development of Antimalarial Drug Lead: Primary Screen; AlphaScreen AMA1-biotinylated RON2 peptide binding; Potency, µM (doses to about 58.2 µM), without a hit: top-dose activity change, negative = inhibition, actives largely listed as inhibitors; hit rate 0.2% among 360,000; AID 720542, 2013;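 also: potency is read from the fitted curve at half-maximal effect; 0% = vehicle wells and -100% = peptide control; nearly all actives have a fitted effect of over 45% in size; some results filed as inactive show a strong effect at the top dose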
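AMA1 (3D7) with his tag at 25 nM final met compounds first, then biotinylated RON2 peptide at 25 nM; detection used donor plus acceptor beads, 10 µg/mL apiece, read by AlphaScreen after 30 min at room temperature.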
HCV inhibitor – qHTS Assay for Inhibitors of Hepatitis C Virus (HCV); hit rate 3.4% among 340,000; Potency, µM (highest dose often 41.8 µM), without a hit: at the highest dose activity change, negative = inhibition, actives largely listed as inhibitors; Huh7.5.1 HCVcc-Cre infection, luciferase reporter, 44 h; also: potency is read from the fitted curve at half-maximal effect
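Luciferase read-out (15 sec integration) after a 15 min room-temperature substrate step quantifies HCVcc-Cre infection. Cells, 1,000 per well, had compound added 4 h post-plating, then virus at ~0.5 moi, and were cultured 44 h.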
* marks the source's active call; other numbers are inactive results; u = inconclusive; x = not tested or not shown; & = joins results of further samples; [ ] = dose if it differs, or a comment. Unless noted, calls follow the shape of the dose curve; as a rule, active = well fitted curve in the direction sought with a large enough effect; inconclusive = small, poorly fitted or top-dose-only effect, or another doubt; inactive = no such curve, though single readings can be large; an effect the other way counts as inactive or inconclusive. Unless noted, % is scaled to controls: 0 for no effect and ±100 for the full control effect.

SMILES	AmpC detergent	HCMV inh	LmPK inhibitor	AmpC no deterg	TbPYK inhibitor	AMA1-RON2 inh	HCV inhibitor
CN(Cc1ccccc1)Cc1c(O)ccc2c(=O)c(-c3ccccc3)c(C(F)(F)F)oc12	-1%	3	x	x	4%	x	x
CC1CCN(C(=O)c2[nH]cnc2C(=O)Nc2ccccc2F)CC1	x	-18	x	x	2%	14%	x
Clc1ccc(-n2nnnc2-c2cnc(-c3ccccn3)nc2-c2cccs2)cc1	u	-103*	4%	85%[activator]	4%	38%[activator]	-13%
Cc1ccc(C)c(CN2CCCN(Cc3cc(C)ccc3C)S2(=O)=O)c1	-6%&5%	u	-1%	118%[activator]	0%&9%	-1%	-13%
CN(C)Cc1c(C(=O)N/N=C/C2CC=CCC2)nnn1-c1nonc1N (configuration not stated)	0%	-4	-4%	-1%	-7%	36%[activator]	8%
CC(C)=CCc1c(O)cc(O)c2c1OC(c1ccc(O)cc1)CC2=O (configuration not stated)	x	-18	x	x	3%	-11%	u
COc1cccc(/C=N/Nc2ccc([N+](=O)[O-])cc2)c1O	-5%	117	1%	49%	0%	-1%	u
COc1ccnc(-n2cccc2C=O)c1C#N	u	x	-13%	-9%	5%	-4%	9%
CCc1ccc(C2=NN(CCC(=O)NCCc3ccccc3)C(=O)CC2)cc1	3%	-19	x	x	2%	x	x
Cc1csc(NC(=O)CSc2nnc(-c3ccoc3C)n2CCc2ccccc2)n1	-4%	8	0%	47%	4%	-15%	-4%
Cc1ccc(OCCC(=O)OCC(=O)C(C)(C)C)cc1	-1%	3	2%	20%	3%	12%	4%
C/C(O)=C/c1nc2ccccc2[nH]c1=O	u	-24	0%	-8%	5%	-18%	10%
COC(=O)/C(C(C)=O)=C(\C=C\N(C)C)N(C)C	-15%	-37	6%	-11%	23%	3%	-9%
COc1ccc(C(=O)NN/C(C)=C/C(=O)C(F)(F)C(F)(F)C(F)(F)F)cc1	-13%	-10	2%	-16%	-2%	25%	35%[activator]
Cc1ccccc1C(=O)c1cccn1CC(=O)NC(C)c1ccccc1 (configuration not stated)	-4%	u	-1%	20%	-5%	0%	-10%
O=C(Cn1cnc2c(nnn2-c2ccc(F)cc2)c1=O)NCC1CCCO1 (configuration not stated)	-8%	51	2%	-22%	7%	14%	-1%
C=CCn1c(O)c(C(CC)=Nc2ccc(NC(C)=O)cc2)c(=O)[nH]c1=O	2%	-3	-1%	-13%	-4%	12%	2%
Cc1ccc(S(=O)(=O)NNC(=O)C2COc3ccccc3O2)cc1C (configuration not stated)	6%	-12	-4%	-20%	2%	23%	13%
O=C(COC(=O)c1cccc(C(=O)OCC(=O)NC2CC2)n1)NC1CC1	-16%	0	-2%	-16%	0%	37%[activator]	29%
CCOc1ncccc1C(=O)NCc1ccccc1Cl	-8%	75	7%	-8%[11.4 µM]	3%	12%	6%
Cc1ccccc1C(=O)NC1CCN(C(=O)NCc2ccccc2)CC1	-3%	-10	-1%	5%	-21%	0%	1%
CCN(C(=O)CSc1nnnn1C)C1CCS(=O)(=O)C1 (configuration not stated)	u	14	x	-14%	2%	-2%	u
CCCS(=O)(=O)N1CC(=O)N(c2ccc(C)cc2C)C(C)(C(=O)NC2CCCCCC2)C1 (configuration not stated)	-1%	0	x	x	3%[15.4 µM]	x	x
O=C1NC[C@H](Cc2ccccc2)N(C[C@@H]2CCCN2C[C@H](Cc2ccccc2)N2C[C@H](Cc3ccc(O)cc3)N(CCc3ccccc3)C(=O)C2=O)C1=O	x	u	x	x	-1%	0%	x
CN(C)Cc1cc(C(C)(C)C)cc(N2CCOCC2)c1O	x	10	x	x	-24%	-4%	0%
Cc1cccc(N2CCN(S(=O)(=O)c3c(C(=O)N4CCC(C)CC4)c(C)n(C)c3C)CC2)c1C	5%	1	x	x	-7%	x	x
COc1ccc(Cl)cc1N(CC(=O)N1CCN(Cc2ccccc2)CC1)S(C)(=O)=O	-14%	44	-1%	114%[activator]	2%	-1%	15%
Cc1ccc(C(=O)CCC(=O)OCC(=O)Nc2c(C)nn(-c3ccccc3)c2C)cc1	-14%	2	x	66%[activator]	-2%	5%	u
Cc1cc([N+](=O)[O-])nn1CC(=O)Nc1cccc2nonc12	-8%	-4	-1%	-52%	-18%	8%	u
CC(C)(CNC(=O)C1CCCC1)CNC(=O)C1CCCC1	-12%	-23	6%	-1%	0%	-2%	10%

Structures listed so far that contain an NH in an aromatic ring, in the order listed:
SMILES	AmpC detergent	HCMV inh	LmPK inhibitor	AmpC no deterg	TbPYK inhibitor	AMA1-RON2 inh	HCV inhibitor
CC1CCN(C(=O)c2[nH]cnc2C(=O)Nc2ccccc2F)CC1	x	-18	x	x	2%	14%	x
C/C(O)=C/c1nc2ccccc2[nH]c1=O	u	-24	0%	-8%	5%	-18%	10%
C=CCn1c(O)c(C(CC)=Nc2ccc(NC(C)=O)cc2)c(=O)[nH]c1=O	2%	-3	-1%	-13%	-4%	12%	2%

Going on with the list:
SMILES	AmpC detergent	HCMV inh	LmPK inhibitor	AmpC no deterg	TbPYK inhibitor	AMA1-RON2 inh	HCV inhibitor
CCN1C(=O)N[C@@H](c2ccc(Br)cc2)C(C(C)=O)=C1C	x	-23	1%[11.5 µM]	x	1%	-2%	9%
CC(C)(C)NC(=O)/C(=C\C=C\c1ccccc1)NC(=O)c1ccc([N+](=O)[O-])cc1	-14%	-33	1%	-12%	5%	-14%	u
COc1ccc(S(=O)(=O)N2CCC(C(=O)NCc3cccc(OC)c3)CC2)cc1	-5%	20	0%	5%	-5%	10%	1%
CCOn1c(=O)c(-c2ccc(Cl)cc2)[n+]([O-])c2ccccc21	-9%	-9	1%	3%	-18%	13%	5%
CCOc1ccccc1OCCCNCc1ccccc1	-12%	-11	4%	-1%	7%	1%	-17%
Cn1ccc(C(=O)Nc2ccc(Br)cc2Br)n1	7%	32	1%	-15%	5%	4%	u
COc1ccc(S(=O)(=O)N2CCC[C@H]2C(=O)N2CCC[C@H]2C(=O)N(C)Cc2ccccc2)cc1C	x	-1	x	x	5%	-1%	x
Nc1c(C(=O)CSc2nnc(N3CCOCC3)n2-c2cccc(F)c2)c(=O)[nH]c(=O)n1C1CC1	u	71	x	-16%	-4%	-4%[11.6 µM]	11%
CCOC(=O)c1c(NC(=O)C2=C(C)NC(=S)NC2c2ccccc2C(F)(F)F)sc(C)c1C (configuration not stated)	-2%	u	5%	-11%	2%	7%	u
COCc1nnc(NC(=O)c2ccc(S(=O)(=O)N(CC(C)C)CC(C)C)cc2)o1	u	-35	-1%	-9%	2%	57%[activator]	-2%
Cc1ccc(CN2CCC(CNS(=O)(=O)c3ccc(-c4ccc(=O)[nH]n4)s3)CC2)cc1	-8%	u	-11%	-13%	-10%	18%	-11%
Cc1onc(-c2ccccc2)c1C(=O)N1CCN(C(=O)c2ccco2)CC1	-4%	5	3%	-3%	-16%	-6%	-4%
COC(=O)CCCC1=CC2=C(c3ccccc3)C(=O)C(C)(OC(=O)C3CCCC3)C(=O)C2=CN1CCc1ccccn1 (configuration not stated)	-5%	-1	2%[11.5 µM]	105%[activator]	-5%	13%	u
COc1ccc(N2C(=O)CC(Sc3nc4ccccc4s3)C2=O)cc1 (configuration not stated)	1%	20	-11%	-19%	-5%	-5%	-4%
C/C(=N\O)c1sc(-c2ccccc2)nc1C	-4%	103	u	-29%	-1%	-5%	10%
O=S(=O)(c1cccs1)N1CCN(CCc2ccccc2)CC1	-9%	18	-1%	8%	-8%	-3%	x
COC(=O)c1ccccc1NC(=O)CN(c1cc(OC)ccc1OC)S(C)(=O)=O	-8%	3	-2%	102%[activator]	x	8%	7%
C#CCOCCOCCOCCNc1nc(N2CCN(C(=O)Cn3cc(CCO)nn3)CC2)nc(N2CCN(C(=O)Cn3cc(CCO)nn3)CC2)n1	x	-9	x	x	0%	-12%	8%
COC(=O)c1nnn(-c2ccc(Br)cc2)c1C(=O)OC	1%	-6	x	x	0%	x	x
COc1ccc(C(C)(C)NC(=O)C2CCC(=O)N(C3CCCC3)C2)cc1OC (configuration not stated)	2%	4	-6%	2%	5%	7%	-11%
Cc1cccc(CSCc2nnc(N)s2)c1	-5%	1	0%	-10%	-11%	6%	1%
CCN(CC)S(=O)(=O)c1cc(C)c(C)cc1Br	-13%	-14	0%	-25%	-3%	8%	u
COc1ccc(-n2ncc3c2CC(C)(C)CC3NC(=O)CN2CCOC2=O)cc1 (configuration not stated)	u	-17	-10%	36%	2%	19%	u
O=C(CSc1ncn(-c2ccccc2)n1)Nc1nc2c(s1)CCCC2	-1%	-26	11%	-30%	-10%	-19%	-14%
O=C(Nc1nc2n(n1)C(c1ccccc1)C=C(c1ccccc1)N2)c1ccc(Cl)c([N+](=O)[O-])c1 (configuration not stated)	21%	u	x	x	3%	x	x
Cc1cc(C(=O)CCl)c(C)n1CC1COc2ccccc2O1 (configuration not stated)	0%	-96*	-10%	-15%	-3%	-13%	u
CN(C)c1ccc(/C=C/c2ccncc2)cc1	-3%	14	-3%	-16%	2%	-1%	-6%
COCCNC(=O)c1ccc2c(Cl)c3c(nc2c1)CCC3	-2%	48	4%	63%[activator]	-4%	2%	-11%
CN(C1CCCCC1)S(=O)(=O)c1ccc2c(c1)c(=O)c(C(=O)N1CCN(c3ccccc3F)CC1)cn2C	-4%	12	x	x	2%	x	x
CCO/N=C/C1=C(O)C(C(=O)OC)C(C)(C)CC1=O (configuration not stated)	-2%	12	-3%	-2%	0%	1%	-9%
Cc1ccc(N2CC(NC(=O)c3cccs3)CC2=O)cc1C (configuration not stated)	2%	-14	x	x	0%	x	x
Cc1cc(F)ccc1C(O)c1ncc(-c2cccc(OCc3ccccc3)c2)[nH]1 (configuration not stated)	x	-18	x	x	-1%	-2%	x
Cc1ccc(CN2CCS(=O)(=O)CC2)o1	-1%	-16	11%	-1%	4%	7%	11%
COc1ccc(CCNC(=O)C(=O)NCC2CCNCC2)cc1OC	-12%	18	-4%	-12%	0%	5%	-1%
